TDP1 inh = qHTS Assay for Inhibitors of Tyrosyl-DNA Phosphodiesterase (TDP1) | recombinant TDP1, AlphaScreen DNA substrate cleavage | Potency, µM (series often up to 130 µM), for the others: top-dose activity change, negative = inhibition, actives largely listed as inhibitors | actives 0.28% (n = 350,000) | AID 485290, 2010 | Tyrosyl-DNA phosphodiesterase 1 (Homo sapiens), Q9NUW8; also: nearly all actives have a fitted effect of over 40% in size
Target sequence (Q9NUW8 whole entry, looked up): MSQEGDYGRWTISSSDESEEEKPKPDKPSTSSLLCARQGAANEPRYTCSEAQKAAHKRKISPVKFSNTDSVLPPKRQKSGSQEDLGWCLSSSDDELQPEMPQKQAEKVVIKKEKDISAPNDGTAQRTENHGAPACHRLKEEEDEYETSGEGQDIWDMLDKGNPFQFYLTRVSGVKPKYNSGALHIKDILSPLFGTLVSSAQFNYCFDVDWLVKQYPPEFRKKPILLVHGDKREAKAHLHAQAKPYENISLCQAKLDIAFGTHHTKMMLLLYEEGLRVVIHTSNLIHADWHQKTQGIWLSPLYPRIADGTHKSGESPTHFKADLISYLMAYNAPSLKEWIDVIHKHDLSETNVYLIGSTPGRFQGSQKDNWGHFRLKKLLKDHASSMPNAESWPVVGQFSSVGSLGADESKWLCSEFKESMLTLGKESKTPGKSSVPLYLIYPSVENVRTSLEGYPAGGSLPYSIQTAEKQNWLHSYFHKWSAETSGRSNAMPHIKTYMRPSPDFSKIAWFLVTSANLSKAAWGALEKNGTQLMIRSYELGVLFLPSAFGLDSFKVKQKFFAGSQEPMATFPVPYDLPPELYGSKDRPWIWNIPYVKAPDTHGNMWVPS
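Recombinant E. coli-expressed Tdp1 (1 nM) preincubated with compound 15 min at RT, then 5'-biotin/3'-phosphotyrosine-FITC DNA substrate (15 nM) added for 5 min. AlphaScreen beads (10 ug/ml) added, 10 min RT; tyrosine-FITC cleavage read as signal loss.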
DT40 TDP1 CPT = qHTS for Inhibitors of human tyrosyl-DNA phosphodiesterase 1 (TDP1): qHTS in cells in presence of CPT; chicken DT40 Tdp1-/-;hTDP1 cells + 20 nM CPT, ATP luminescence, 48 h; Potency, µM (doses to about 46.2 µM), without a hit: top-dose activity change, negative = growth inhibition, most hits filed as inhibitors; actives 12% (n = 420,000); AID 686979, 2013; also: nearly all actives have a fitted effect of over 55% in size
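Chicken DT40 Tdp1-/- cells complemented with human TDP1, 400 cells/well, exposed to compounds plus 20 nM camptothecin for at least 48 h at 37 C; viability read as ATP content by CellTiter-Glo luminescence.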
DT40 TDP1 no CPT = qHTS for Inhibitors of human tyrosyl-DNA phosphodiesterase 1 (TDP1): qHTS in cells in absence of CPT | DT40 Tdp1-/- hTDP1 cells, no CPT, ATP luminescence, 48 h | Potency, µM (highest dose often 46.2 µM), without a hit: at the highest dose activity change, negative = growth inhibition, usual class: inhibitors | actives 15% (n = 420,000); also: nearly all actives have a fitted effect of over 55% in size
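DT40 Tdp1-/-;hTDP1 cells, no CPT (DMSO vehicle only), 400 cells/well; compounds pin-transferred; ≥48 hr, 37 °C; CellTiter-Glo 30 min RT dark, luminescence read.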
* hit, by the source's call; ? = inconclusive; nt = not tested or not shown; [ ] = dose if it differs, or a comment. Calls follow the shape of the dose curve; as a rule, active = well fitted curve in the direction sought with a large enough effect; inconclusive = small, poorly fitted or top-dose-only effect, or another doubt; inactive = no such curve, though single readings can be large; an effect the other way counts as inactive or inconclusive. % is scaled to controls: 0 for no effect and ±100 for the full control effect; potency is read from the fitted curve at half-maximal effect.

SMILES	TDP1 inh	DT40 TDP1 CPT	DT40 TDP1 no CPT
CCCN(CCC)CCNC(=S)Nc1ccc2nc3n(c(=O)c2c1)CCCCC3	7.7%	1.9%	?
Cc1cc(S(=O)(=O)NCCc2csc(-c3cccc(F)c3)n2)ccc1F	0.6%	?	1.3µM*
O=C1CN(S(=O)(=O)c2cc(C(=O)O)ccc2Cl)c2ccccc2N1	9.3%[0.0935 µM]	15.2%	-14.3%
OCCC1CN(C/C=C/c2ccco2)CCN1Cc1ccccc1 (stereo not drawn)	nt	21.4%	-15.6%
COc1ccc(N2C(=O)c3cccc4c(N(C)CCO)ccc(c34)C2=O)cc1	nt	?	?
CCCCc1cc(=O)oc2cc(OCc3nn[nH]n3)ccc12	6.8%	0.7%	1.8%
CCCOc1ccc(C(=O)NC(=S)Nc2nc3ccccc3s2)cc1	1.0%	5.6%	-13.4%
Cc1cccc2cc3c(NC(=O)C(C)(C)C)nn(CC(C)C)c3nc12	nt	-24.1%	?
O=C1NCCCC1C(=O)NCCNC(=O)C(F)(F)F (stereo not drawn)	-1.0%	2.6%	-8.0%
O=C(c1cccs1)n1nc(-c2ccc(Cl)cc2)nc1NCc1ccco1	-1.0%	-6.3%	-4.9%
O=C(CN1CCCCCC1)Nc1ccccc1	0.0%	-10.4%	0.1%
CC12CCC3c4cc(CN5CCOCC5)c(O)cc4CCC3C1CCC2=O (stereo not drawn)	nt	?	?
Cc1ccc[n+](-c2[nH]c(=O)sc2/C=N/N=C(\[O-])CCn2c3ccccc3c3ccccc32)c1	0.0%	0.8%	5.2%
CCN(CC)C(=O)COc1ccc(N(C)S(=O)(=O)c2ccc(NC(C)=O)cc2)cc1	nt	?	2.4%
O=C(COc1ccccc1)Nc1c2c(nn1-c1ccc(F)cc1)CS(=O)(=O)C2	3.7%	2.3%	2.1%
O=C(CSc1ccc(-c2ccc3c(c2)OCO3)nn1)Nc1nccs1	1.2%	-22.8%	?
O=C(NC(=S)N1CCN(c2ccc([N+](=O)[O-])cc2)CC1)c1ccccc1	-1.8%	?	3.26µM*
Cn1cnc(S(=O)(=O)N2CCCC(c3cc(C(=O)Nc4ccc(F)c(Cl)c4)no3)C2)c1 (stereo not drawn)	nt	?	?
Cc1nn(CC(=O)NCc2cccc3ccccc23)c(=O)c2ccccc12	2.0%	3.7%	-21.1%
COc1cccc(N2CCN(c3nc(C)cc(C)c3C#N)CC2)c1	nt	-21.2%	?
Cc1ccc(C(=O)COC(=O)C(Cc2c[nH]c3ccccc23)NC(=O)c2ccc(Br)cc2)cc1 (stereo not drawn)	0.9%	?	?
O=C(Nc1nccs1)c1ccc(F)c(S(=O)(=O)N2CCOCC2)c1	0.9%	12.1%	-12.3%
O=C(NC1=NCCS1)c1ccncc1	0.0%	1.3%	2.9%
CC(C)(C)NC(=O)COC(=O)CNC(=O)c1cc(Cl)cc([N+](=O)[O-])c1	5.3%	-4.6%	18.9%
CCc1ccc(NC(=O)C(=O)N/N=C(\C)CC(=O)NCc2ccc(Cl)cc2)cc1	-1.3%	-9.7%	-23.6%
COc1ccc(C(=O)CC(Nc2ccc([N+](=O)[O-])cc2)c2ccc(Cl)cc2)cc1 (stereo not drawn)	0.0%	?	18.4µM*
CCc1nnc(NC(=O)Cc2ccc(S(=O)(=O)N3CCCCC3)cc2)s1	3.0%	-28.7%	-23.6%
CCCC(=O)Nc1sc(-c2ccccc2)c(-c2ccccc2)c1C(=O)O	nt	-0.4%	-17.9%
O=C(NCCCn1ccnc1)c1ccccc1Br	nt	-16.6%	25.6%
COc1ccc(C(=O)NCC(c2cccnc2)N2CCc3ccccc3C2)cc1OC (stereo not drawn)	13.0%	16.4µM*	?
CCc1cccc(OCCCN2C(=O)NC(C)(C)C2=O)c1	-4.6%	-1.8%	-5.5%
CCn1cc(CCC(=O)O)c(C)n1	8.1%	8.9%	-0.5%
Cc1cc(C(=O)N/N=C/C=C/c2ccccc2)c(C)o1	2.7%	-18.5%	-22.5%
COc1ccc(-c2cc3ccc(OC(C)C(=O)O)cc3oc2=O)cc1 (stereo not drawn)	nt	11.7%	2.2%
O=C(C(=O)N1CCN(Cc2ccccc2)CC1)c1c[nH]c2ccccc12	nt	-20.1%	-11.6%
N#Cc1cc2[nH]c3ccccc3c2[n+](-c2ccc([N+](=O)[O-])cc2)c1N	3.7%	7.9%	?
Cc1noc(C)c1-c1ccc2ncnc(N3CCN(C)CC3)c2c1	nt	?	?
COc1ccc(NC(=S)N(C)CC2COc3ccccc3O2)cc1 (stereo not drawn)	5.8%	14.3%	18.7%
CC(C)OC(=O)CN1C(=O)C(=O)c2ccccc21	-2.5%	13µM*	13µM*
CC(=O)c1cccc(NC(=S)N2CCc3ccccc32)c1	5.9%	1.9%	21.8%
CCOc1cc(S(=O)(=O)N2CC=C(c3ccc(F)cc3)CC2)c(OCC)cc1-n1cnnn1	1.0%	14.6µM*	10.3µM*
O=C(C1CCN(S(=O)(=O)c2ccc(Cl)cc2)CC1)N1CCCC1	nt	1.1%	?
COc1cccc(OCCNc2cc(Cl)ccc2[N+](=O)[O-])c1	5.3%	?	-0.2%
O=C(N/N=C/c1ccc(O)cc1)c1cccc(N/N=C/c2ccc(O)cc2)c1	5.1%	-20.9%	0.5%
O=C(Cn1cncn1)NCc1cccc2ccccc12	7.9%	0.6%	-18.7%
COCCN(Cc1cc2cc3c(cc2n2nnnc12)OCO3)C(=O)c1ccccc1F	6.2%	?	-29.0%
C[C@@H]1CN([C@H](C)CO)S(=O)(=O)c2ccc(Br)cc2O[C@@H]1CN(C)C(=O)NC1CCCC1	nt	?	?
Cc1cccc(C(C(N)=O)c2ncc(C(F)(F)F)cc2Cl)c1 (stereo not drawn)	3.7%	-0.7%	-17.2%
COc1ccccc1-c1c(C(F)(F)F)oc2cc(OS(C)(=O)=O)ccc2c1=O	-4.2%	?	?
CC(=O)Nc1ccc(S(=O)(=O)N[C@@H](C)C(=O)N2CCN(C/C=C/c3ccccc3)CC2)cc1	-0.2%[56.1 µM]	-13.0%	?
CCOc1cc(Br)c(C2C(C(=O)OC)=C(C)NC3=C2C(=O)c2ccccc23)cc1OCC (stereo not drawn)	nt	4.61µM*	23.1µM*
O=c1sc(Nc2ccccc2)nc2ccsc12	3.4%	?	1.4%
COc1cc(NC(=O)Cn2cnc3c(OCc4ccccc4)ncnc32)cc(OC)c1OC	0.6%	?	-29.9%
Oc1ccc(-c2cnc3ccccc3n2)cc1	nt	8.0%	-1.2%
Cc1ccc(-c2nc3ccccc3nc2Cl)cc1	-4.8%	-12.3%	0.6%
Cc1oc(-c2cc(F)ccc2F)nc1CN1CCN(c2ncnc3ccccc23)CC1	8.3%	11.6µM*	20.6µM*
O=C(NCc1ccncc1)Nc1ccccc1Cl	2.1%	-1.0%	2.4%
N/C(=N\N=C\c1ccc2c(c1)OCO2)SC1CC(=O)N(c2ccc(C(=O)O)cc2)C1=O (stereo not drawn)	0.0%	3.7%	-1.3%
CCCn1cnc2cc(NC(=O)c3cc(OC)c(OC)c(OC)c3)ccc21	2.1%	?	?
CCOC(=O)c1c(C)[nH]c(C)c1S(=O)(=O)N1CCC(C(=O)N2CCN(c3cc(C)ccc3C)CC2)CC1	10.3%	23.1µM*	23.1µM*

Later entries
SMILES	TDP1 inh	DT40 TDP1 CPT	DT40 TDP1 no CPT
COC(=O)C1CCN(C(=O)COC(=O)Cc2c[nH]c3ccccc23)CC1	6.1%	0.1%	-13.7%
Fc1cccc(Cl)c1CSc1nnc(CN2CCOCC2)n1-c1ccccc1	1.3%	?	?
O=C(Nc1ccccc1)N(Cc1cccs1)C1CCCC1	2.3%	?	?
CC(C(=O)c1ccc(-c2ccccc2)cc1)[n+]1ccccc1 (stereo not drawn)	-3.1%	2.59µM*	2.06µM*
CCn1c(SCC(=O)Nc2ccc(C)cc2)nnc1-c1ccccn1	-1.2%	?	-12.6%
CC(C)(C)c1ccc(CNC(=O)c2ccc3c(c2)NC(=O)CO3)cc1	1.3%	-4.6%	?
CCN(Cc1ccccc1)C(=O)c1cc(S(=O)(=O)N2CCOCC2)cn1C	nt	-2.0%	-26.1%
Cc1nc(N2CCCC2)c2c(C(=O)Nc3cccc(Cl)c3C)c(C)oc2n1	-2.1%	?	?
COc1ccc2[nH]c(=O)c(CNc3ccccc3)cc2c1	-3.1%	4.11µM*	?
Cc1[nH]c(C)c(S(=O)(=O)N(C)Cc2ccccc2)c1C(=O)N1CCCCC1	2.2%	-9.6%	7.9%
CCCCCCCCS(=O)C1CCS(=O)(=O)C1 (stereo not drawn)	0.9%	-19.0%	?
CCn1c(COc2ccc3ccccc3c2C)nnc1SCC(=O)Nc1cccc(C(=O)O)c1	2.6%	-6.2%	-13.9%
COC(=O)c1cn(NC(=O)C2CCC(C(C)(C)C)CC2)c(=O)c2ccccc12 (stereo not drawn)	3.9%	0.8%	-16.9%
Cc1cc(=O)oc2c3c(ccc12)OC/C3=N/N	-1.3%	-10.2%	30.2%[activator]
O=C(O)c1cccc(S(=O)(=O)N(Cc2ccccc2)c2cccc(C(F)(F)F)c2)c1	nt	4.1%	-23.6%
COc1ccc(CNCc2cccc(OC)c2OC)cc1Br	nt	?	?
COc1ccccc1NC(=O)CCCc1c[nH]c2ccccc12	5.3%	-28.0%	-21.7%
Cc1ccc(C(=O)OCC(=O)NCC2CCCO2)c(C)c1 (stereo not drawn)	-5.1%	-6.0%	10.9%
O=C(CSc1nc(=O)[nH]c2c1CCCC2)Nc1ccc(Cl)c(Cl)c1	0.0%	?	?
COc1ccc(CCNC(=O)CCc2nc3ccccc3[nH]2)cc1OC	4.9%	-2.8%	-11.8%
CCCCN(CC)CCCNC(=O)c1cc2c(=O)n(CC)c3ccccc3c2s1	nt	?	?
CC(C)(C)NS(=O)(=O)c1ccc(CCC(=O)Nc2ccc3c(c2)OCO3)cc1	2.8%	-14.4%	-18.8%
CCOc1ccc(Br)cc1S(=O)(=O)Nc1cccc(S(=O)(=O)N(C)C)c1	3.1%	-0.6%	5.2%
COc1cc2[nH]c(=O)c(C(=O)NCc3ccc(C)cc3)c(O)c2cc1OC	nt	?	?
Cn1cccc1C(=O)N1CCC2(CCN(Cc3ccc(C#N)cc3)CC2)CC1	nt	-28.7%	?
O=C1NCCc2c1[nH]c1c(Cl)ccc(Cl)c21	2.9%	-29.1%	-22.6%
COc1ccc(-n2cc(CNCC3CC(=O)N(C4CC4)C3)c(-c3ccccc3Cl)n2)cc1 (stereo not drawn)	0.0%	16.4µM*	23.1µM*
Cc1cc(C)c(S(=O)(=O)Nc2c(C)n(C)n(-c3ccccc3)c2=O)cc1[N+](=O)[O-]	nt	-4.1%	-2.0%
C=CCn1c(COc2ccc3c(c2)CCCC3)nnc1SCC(=O)Nc1cccc(SC)c1	-2.1%	?	?
CCOC(=O)N1CCC(NC(=O)CCc2c(C)nc3c(c(C)nn3C(C)(C)C)c2C)CC1	-2.1%	?	?

Only DT40 TDP1 CPT and TDP1 inh, for some of the entries so far:
SMILES	DT40 TDP1 CPT	TDP1 inh
CC(=O)c1cccc(NC(=S)N2CCc3ccccc32)c1	1.9%	5.9%
CCOc1cc(S(=O)(=O)N2CC=C(c3ccc(F)cc3)CC2)c(OCC)cc1-n1cnnn1	14.6µM*	1.0%
O=C(C1CCN(S(=O)(=O)c2ccc(Cl)cc2)CC1)N1CCCC1	1.1%	nt

Next part
SMILES	TDP1 inh	DT40 TDP1 CPT	DT40 TDP1 no CPT
O=C(CSc1nnc(-c2ccccc2)o1)NC1CCS(=O)(=O)C1 (stereo not drawn)	5.5%	20.4%	-8.8%
O=C(NCc1ccco1)c1cccc(-c2cncc3nccn23)c1	nt	?	-22.5%
CSCC[C@H]1COC[C@@H](Cc2ccccc2)N1c1ccccc1	nt	-29.1%	-27.0%
CN(C)C(CNC(=O)C1CCN(S(=O)(=O)c2ccccc2)CC1)c1ccccc1 (stereo not drawn)	-1.2%	-9.9%	-3.0%
CC1CCCCN1C(=O)Cc1ccc(Cl)cc1 (stereo not drawn)	6.5%	-0.7%	-16.6%
COc1ccc(Br)cc1CNC(=O)CCC(=O)n1nc(C)c2ccccc21	2.7%	-16.6%	15.3%
Cc1cc(S(=O)(=O)NC2CCCC2)ccc1F	4.3%	-13.2%	?

Not a hit list. Share with any hit: about 18%.
